# Compound activity as filed in PubChem BioAssay.
# TNAP inh no acc: blocks human TNAP activity with no phosphate acceptor present | P05186 | purified TNAP, CDP-star luminescence, 30 min | inhibition, % at 20 µM | 200,000 compounds, 0.26% hits;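 active means tissue-nonspecific alkaline phosphatase inhibition above about 50% at 20 µM in the single-dose screen, limit read from the data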;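 further: 0% = DMSO negative control and 100% = EDTA positive control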
# Target sequence (P05186 whole entry, looked up): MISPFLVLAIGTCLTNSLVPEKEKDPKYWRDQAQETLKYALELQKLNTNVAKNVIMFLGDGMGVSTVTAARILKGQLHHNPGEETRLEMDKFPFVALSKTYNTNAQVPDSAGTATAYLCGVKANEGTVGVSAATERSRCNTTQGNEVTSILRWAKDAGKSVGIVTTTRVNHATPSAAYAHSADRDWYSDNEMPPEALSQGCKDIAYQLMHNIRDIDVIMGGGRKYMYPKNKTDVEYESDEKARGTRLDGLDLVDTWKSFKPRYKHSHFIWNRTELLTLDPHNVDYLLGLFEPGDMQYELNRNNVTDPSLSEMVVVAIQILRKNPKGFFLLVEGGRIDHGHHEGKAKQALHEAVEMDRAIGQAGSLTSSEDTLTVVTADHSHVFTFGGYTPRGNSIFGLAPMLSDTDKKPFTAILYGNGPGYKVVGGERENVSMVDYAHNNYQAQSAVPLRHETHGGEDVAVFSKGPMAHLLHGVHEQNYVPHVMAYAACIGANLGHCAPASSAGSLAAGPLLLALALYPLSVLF
# PMI act satM6P: PMI (human) activation, high substrate; P34949; coupled PMI enzyme assay, resazurin fluorescence, 20 min; active compounds read high; 1 = untreated enzyme, 0 = substrate-free blank; activation factor at 20 µM; 190,000 compounds, 0.34% hits; AID 1216;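 active means activation factor of 2 or more at 20 µM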
# Target sequence (P34949 whole entry, looked up): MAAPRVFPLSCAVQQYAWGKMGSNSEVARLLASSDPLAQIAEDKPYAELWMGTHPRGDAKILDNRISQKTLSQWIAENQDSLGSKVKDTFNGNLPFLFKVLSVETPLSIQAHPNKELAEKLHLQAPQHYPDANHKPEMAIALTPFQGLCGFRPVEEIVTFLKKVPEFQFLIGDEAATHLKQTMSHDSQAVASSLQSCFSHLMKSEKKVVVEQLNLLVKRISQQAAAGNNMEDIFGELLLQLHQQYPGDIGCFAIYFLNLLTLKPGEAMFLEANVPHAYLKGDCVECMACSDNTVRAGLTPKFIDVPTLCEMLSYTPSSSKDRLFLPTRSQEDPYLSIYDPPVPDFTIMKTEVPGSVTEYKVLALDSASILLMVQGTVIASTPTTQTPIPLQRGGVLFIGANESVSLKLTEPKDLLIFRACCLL
#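 Material: human phosphomannose isomerase with PGI, G6PDH, diaphorase coupling enzymes. Quantity: 15 ng/mL PMI. Medium: HEPES pH 7.4 buffer with MgCl2 and Tween-20. Reagent: Near-saturating mannose-6-phosphate, 1.0 mM. Compound: 20 µM single dose. Times: enzyme reaction with compound 20 min at room temperature. Detection: resorufin fluorescence at Ex 544/Em 590 nm.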
# Lmaj promast: inhibitors of Leishmania major promastigote growth. Leishmania major promastigotes, resazurin fluorescence viability. inhibition, % at 10 µM. 200,000 compounds, 9% hits. AID 1063; in the data active means inhibition above about 50%;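 further: promastigotes grown with compound for 44 hours at 28 °C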
# TNAP inh hi DEA: TNAP (human) inhibition, high acceptor | P05186 | AID 1135 | purified TNAP, CDP-star luminescence, 1 M DEA | 200,000 compounds, 0.03% hits | inhibition, % at 20 µM;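 active means over 50% inhibition of tissue-nonspecific alkaline phosphatase at 20 µM in the single-dose screen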;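 further: plate controls were DMSO wells for no effect and EDTA-quenched wells as full inhibition for full effect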
# PMI act: phosphomannose isomerase (human) activation | AID 1214 | P34949 | activation factor at 20 µM | purified human PMI, coupled resazurin fluorescence, 20 min; active compounds read high; 1 = vehicle control, 0 substrate-free wells | 190,000 compounds, 0.005% hits;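 active means activation factor of 2 or more at 20 µM, relative to plate controls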
# TNAP act hiacc: increases human TNAP activity under high phosphate acceptor concentration. P05186. purified TNAP, CDP-star luminescence, 1 M DEA, 30 min; active compounds read high; 0 = EDTA background, 1 = DMSO-only activity. activation factor at 20 µM. 200,000 tested, under 10 active. AID 1136;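 active means activation factor at least 2 at 20 µM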
#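 Test system – human TNAP · Doses – 20 µM single point · Incubation – 30 min, room temperature · Signal – luminescent substrate turnover signal · Read-out basis – activation factor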
# Diaph inh CS: counter-screen for diaphorase-based assays: diaphorase inhibitors and chemical oxidizers. diaphorase resazurin-to-resorufin fluorescence, NADH, 16 min; bacterial (C. kluyveri) enzyme, not human. inhibition, % at 20 µM. 190,000 compounds, 0.69% hits;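 active means primary screen inhibition at 20 µM above a set limit, cut at about 50% in these data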;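 further: plate controls were DMSO with full reaction for no effect and wells lacking NADH for full effect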
#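 System: Diaphorase enzyme from Clostridium kluyveri | Amount: Enzyme working solution with 0.14 U/mL diaphorase | Benchmarks: No-NADH positive control and DMSO neutral control | Signal: Fluorescence of resorufin formed from resazurin, Ex 544/Em 590 nm | Schedule: 16-min room-temperature incubation before reading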
# bIAP activator: increases bovine intestinal alkaline phosphatase activity; purified bovine IAP, CDP-star luminescence, 30 min; active compounds read high; fold of DMSO-control signal, blank-subtracted; activation factor at 20 µM; 200,000 compounds, 0.17% hits;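 active means activation factor of 2 or more at 20 µM, a signal rise over negative controls twice the positive control's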
# Diaphorase act: activates diaphorase or chemically reduces, flagging diaphorase assay artifacts. Diaphorase/resazurin coupled assay, resorufin fluorescence, 16 min; active compounds read high; 1 = vehicle wells, 0 = NADH-free wells. activation factor at 20 µM. 190,000 compounds, 0.005% hits. AID 1229;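 active means diaphorase activity raised at least twofold by the compound at 20 µM; inactive means activation factor below 2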
#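 test system = bacterial diaphorase enzyme (C. kluyveri) | quantity = enzyme 0.07 U/mL final | reagent = NADH substrate 0.114 mM plus resazurin dye 0.1 mM, final | incubation = 16 min enzyme reaction, ambient temperature | buffer or medium = HEPES pH 7.4 buffer with MgCl2 and Tween 20 | signal = fluorescence of resorufin, 544 nm excitation, 590 nm emission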
# bIAP inh: blocks bovine intestinal alkaline phosphatase activity; 190,000 tested, under 10 active; inhibition, % at 20 µM; purified bovine IAP, CDP-star luminescence, 30 min;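 active means over 50% inhibition of intestinal alkaline phosphatase at 20 µM in the single-dose screen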
#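 Assay system – bovine IAP enzyme · Quantity – bovine IAP at 1/65,000,000 final dilution · Detection – CDP-star luminescence signal · Times – 30 min reaction at room temperature · Also added – CDP-star substrate at 30 µM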
# Numbers without * were called inactive; · = not tested or not shown.
SMILES,TNAP inh no acc,PMI act satM6P,Lmaj promast,TNAP inh hi DEA,PMI act,TNAP act hiacc,Diaph inh CS,bIAP activator,Diaphorase act,bIAP inh
Cc1ccc(C2CC(=O)c3cnc(N4CCN(c5ccccc5)CC4)nc3C2)cc1 (stereo unspecified),-8.7,0.9,3.1,-6.6,1.1,1.1,6.5,0.9,0.9,14.9
O=C1CC(c2ccccc2)n2nc(N3C(=O)c4ccccc4C3=O)nc2N1 (stereo unspecified),-6.3,1,-2.7,0.6,1,1,13.5,1,0.9,-2.7
N=C(N)SCc1ccc(Cl)cc1Cl,40.6,1,0.2,11.8,1,0.9,2.8,0.9,1,13.2
COc1ccc(CCCc2n[nH]c(=S)o2)cc1,-10.4,1.2,-3.4,-1.5,1.2,1,-1.0,0.9,1,10.0
CSCCC(NC(=O)c1ccccc1)C(=O)N/N=C(\C)c1ccccc1 (stereo unspecified),-4.1,1,0.1,-2.7,0.9,1,6.3,0.9,0.9,10.5
Cc1cc(C(=O)NCCCN(C)C)c2ccccc2n1,-6.9,1.3,0.9,-7.7,1.3,1.1,0.0,1.2,1,-22.1
CCNc1c(N)c(=O)oc2ccccc12,-11.2,0.9,-4.4,-2.4,0.9,1,21.1,0.9,0.8,9.8
O=c1[nH]c(-c2ccccc2F)nc2c1sc(=S)n2Cc1ccccc1,6.7,1.1,2.8,-1.6,1.1,1,5.2,0.6,0.9,36.0
CC1(N2CCOCC2)C(=O)c2ccccc2C1=O,-5.3,1.2,-5.0,-7.5,1.3,1.1,7.0,1.1,0.9,-13.7
CCc1ccc(C(=O)COC(=O)C(CCSC)NC(=O)c2ccccc2)cc1 (stereo unspecified),-14.3,0.9,37.9,-1.9,0.8,1,7.2,0.7,0.9,28.3
CCc1cccc(CC)c1NC(=O)CSc1nc2ccc(N3C(=O)C4C5C=CC(C5)C4C3=O)cc2s1 (stereo unspecified),-10.0,1,26.7,-5.5,0.9,1.1,15.0,1.1,0.8,-7.5
O=C(Cn1c(=O)n(-c2ccccc2)c(=O)n1CC(=O)N1CCCCC1)N1CCCCC1,-10.3,1,-5.2,-4.0,1,1,9.4,1,0.9,1.0
Cc1[nH]nc2c1/C(=N\O)CCC2,-4.3,1.1,-2.8,-1.2,1,1,3.0,1.2,1,-15.5
COc1ccc(C(=O)N2CCCCC2)cc1S(=O)(=O)Nc1ccccc1,-0.7,0.9,-2.8,3.9,0.9,1,3.1,1.1,1,-12.5
CCOC(=O)c1cnc(-c2ccccc2)nc1N,-8.9,0.9,-0.1,-3.8,0.8,1,14.2,0.9,0.9,14.7
O=S(=O)(c1cccs1)N1CCc2ccccc2C1,-8.3,1,-1.9,-7.7,1,1.1,4.3,0.9,1,13.7
c1ccc(OCCSc2nnc3sc4ccccc4n23)cc1,-16.8,1,1.4,-6.7,1,1.1,15.8,0.8,0.8,21.5
c1ccc(-n2c(-c3ccco3)nnc2N2CCOCC2)cc1,-14.8,1,15.4,-9.0,1.1,1.1,11.8,0.9,0.9,8.6
Cc1ccc(C(=O)Oc2ccccc2N2C(=O)C3CCCCC3C2=O)cc1 (stereo unspecified),-15.4,0.9,-1.9,-4.4,0.9,1,16.3,1,0.8,1.2
COCc1nnc(NC(=O)CC(c2ccccc2)c2ccccc2)s1,-1.0,1,0.6,-0.3,0.9,1,-0.1,1,1,4.9
O=S(=O)(NCC1CCCO1)c1cnc(Cl)c(Cl)c1 (stereo unspecified),5.8,1,-3.7,0.7,1,1,2.1,1,1,0.7
Cc1cc(C)c(OCC(=O)Nc2cccc(O)c2)cc1C,-13.2,1,-0.1,-5.1,0.9,1.1,5.8,0.9,0.9,11.7
Cn1c(COc2ccc([N+](=O)[O-])cc2)nnc1SCC(N)=O,-10.1,1.1,-4.4,-2.0,1.1,1,-3.4,1,1,-2.5
O=C(CSc1ccccc1)Nc1ccc(-c2nc3ccccc3[nH]2)cc1,-13.9,1.1,4.0,-2.3,1,1,3.3,0.9,1,12.8
COc1ccc(CCNC(=O)COC(=O)c2ccc(Br)o2)cc1OC,-7.6,1,-3.4,2.4,1,1,5.5,0.9,0.9,8.1
CC(C)CCN(C(=O)COc1ccc(C#N)cc1)c1c(N)n(Cc2ccccc2)c(=O)[nH]c1=O,-15.2,1,-1.3,-2.5,1,1,2.1,1,1,-4.7
COc1cccc(C2NC(=O)c3ccccc3O2)c1OC (stereo unspecified),-10.3,1,-4.9,-4.7,1,1,10.5,0.9,0.9,10.6
Cc1nc(SCc2cccc(F)c2)[nH]c(=O)c1C#N,-8.7,1,-6.6,-1.6,1,1,8.8,1,0.9,0.0
CC(C)CC(C(=O)NC(C)(C)C)N(Cc1cccs1)C(=O)c1snc(C(N)=O)c1N (stereo unspecified),1.0,0.9,12.3,-3.9,1,1,10.4,0.9,0.9,14.5
COc1ccc(C(=O)CSc2nnc(-c3ccccn3)n2Cc2ccco2)cc1,-6.2,1.1,3.5,-7.2,1.1,1.1,5.4,1.1,0.9,-14.5

# Grouped by structure: the entries above containing a furan ring, fused or not (3)
SMILES,TNAP inh no acc,PMI act satM6P,Lmaj promast,TNAP inh hi DEA,PMI act,TNAP act hiacc,Diaph inh CS,bIAP activator,Diaphorase act,bIAP inh
c1ccc(-n2c(-c3ccco3)nnc2N2CCOCC2)cc1,-14.8,1,15.4,-9.0,1.1,1.1,11.8,0.9,0.9,8.6
COc1ccc(CCNC(=O)COC(=O)c2ccc(Br)o2)cc1OC,-7.6,1,-3.4,2.4,1,1,5.5,0.9,0.9,8.1
COc1ccc(C(=O)CSc2nnc(-c3ccccn3)n2Cc2ccco2)cc1,-6.2,1.1,3.5,-7.2,1.1,1.1,5.4,1.1,0.9,-14.5

# An excerpt from above in order of SMILES length, high to low.
SMILES,TNAP inh no acc,PMI act satM6P,Lmaj promast,TNAP inh hi DEA,PMI act,TNAP act hiacc,Diaph inh CS,bIAP activator,Diaphorase act,bIAP inh
O=C(CSc1ccccc1)Nc1ccc(-c2nc3ccccc3[nH]2)cc1,-13.9,1.1,4.0,-2.3,1,1,3.3,0.9,1,12.8
COc1ccc(CCNC(=O)COC(=O)c2ccc(Br)o2)cc1OC,-7.6,1,-3.4,2.4,1,1,5.5,0.9,0.9,8.1
c1ccc(-n2c(-c3ccco3)nnc2N2CCOCC2)cc1,-14.8,1,15.4,-9.0,1.1,1.1,11.8,0.9,0.9,8.6
Cc1cc(C)c(OCC(=O)Nc2cccc(O)c2)cc1C,-13.2,1,-0.1,-5.1,0.9,1.1,5.8,0.9,0.9,11.7

# (more compounds)
SMILES,TNAP inh no acc,PMI act satM6P,Lmaj promast,TNAP inh hi DEA,PMI act,TNAP act hiacc,Diaph inh CS,bIAP activator,Diaphorase act,bIAP inh
O=C(NC12CC3CC(CC(C3)C1)C2)N1CCC(n2nnc3ccccc32)CC1,-13.4,1,0.8,-7.1,1,1.1,17.3,1,0.8,4.2
Cc1ccc(CN(CC(=O)N/N=C/c2ccccc2[N+](=O)[O-])S(=O)(=O)c2ccc(C)cc2)cc1,4.0,1,5.3,6.5,0.9,0.9,13.4,0.8,0.9,23.5
O=C(Nc1cccc(F)c1)c1c(O)c2cccc3c2n(c1=O)CCC3,-6.7,·,-2.6,-4.3,·,1,·,0.9,·,7.3
Cc1cc(C(=O)Nc2ccccc2)c(C)o1,-20.4,1,-6.0,-5.2,0.9,1.1,18.6,0.7,0.8,26.5
c1ccc2c(c1)nc(NCCN1CCOCC1)c1nncn12,-2.6,0.8,-5.0,-1.4,0.8,1,16.6,0.9,0.8,7.4
Cc1ccc(/C=C/C(=O)Nc2cccc3cccnc23)o1,-16.7,0.9,-7.1,-2.1,0.9,1,22.6,0.9,0.8,5.9
COC(=O)N1[C@H](Cc2ccccc2)C=C[C@]1(C)C(=O)NCc1ccccn1,-9.7,1,-1.9,-1.8,1,1,6.3,0.9,0.9,11.6
CCOC(=O)C(C)Sc1nnc(-c2ccccc2O)n1-c1ccc(C)cc1 (stereo unspecified),-4.3,1,-2.2,0.8,1.1,1,5.0,1,0.9,0.1
CCOC(=O)NC(C(F)(F)F)(C(F)(F)F)P(=O)(c1ccccc1)c1ccccc1,-6.8,1.2,-3.6,-7.8,1.2,1.1,1.5,0.9,1,10.7
CCOC(=O)C1CCN(S(=O)(=O)c2cccc(-c3cn4ccccc4n3)c2)CC1,-6.8,1.1,6.3,-1.4,1.1,1,-2.9,1,1,2.0
CCOC(=O)c1c(NC(=O)Cn2ccsc2=N)sc(C)c1C,0.5,1.1,22.8,-0.6,1,1,-0.2,1,1,-2.0
S=C(Nc1cccc(Cl)c1Cl)Nn1cnnc1,-25.1,1,-3.6,1.7,0.7,1,13.3,0.9,0.9,8.1
Cc1ccc(/C=C/C(=O)NCC2COc3ccccc3O2)o1 (stereo unspecified),-17.6,1.1,-0.1,-0.2,1.2,1,11.2,1,0.9,-0.4
